Screening data (PubChem)
UBC9 SUMO inh: inhibitors of in vitro SUMOylation cascade, primary screen, biochemical, HTRF, uHTS | SUMO-conjugating enzyme UBC9 (Homo sapiens), P63279 | HTRF SUMOylation assay, SAE1/SAE2 + UBC9 | inhibition, % at 35 µM | hit rate 0.36% among 290,000 | AID 2006, 2009; in the data active = inhibition above about 50%, passing the limit was not always enough; note: strong numbers were not always called active
Target sequence (P63279 whole entry, looked up): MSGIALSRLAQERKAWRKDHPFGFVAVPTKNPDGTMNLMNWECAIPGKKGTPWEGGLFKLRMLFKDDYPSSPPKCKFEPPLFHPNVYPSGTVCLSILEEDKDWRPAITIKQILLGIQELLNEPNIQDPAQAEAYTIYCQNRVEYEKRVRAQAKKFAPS
NALP1 yeast inh: NALP1 inflammasome inhibitors in reconstituted yeast, colorimetric, S. cerevisiae, triplicate retest; S. cerevisiae NALP1/ASC/caspase-1 growth, X-gal OD620, 72 h; inhibition, % at 10 µM; hit rate 0.61% among 280,000; AID 2071, 2009; in the data active = inhibition mostly above about 24%, no sharp cut-off; inactive = mostly below about 32%; note: some compounds called inactive have numbers as strong as hits
HCV NS3 hel inh: inhibitors of HCV NS3 helicase, primary screen, biochemical, Cy5 molecular beacon fluorescence; Hepatitis C virus NS3 helicase; hit rate 0.56% among 290,000; inhibition, % at 10.9 µM; AID 1800, 2009; NS3 helicase DNA unwinding;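 active = inhibition above the mean of all tested compounds plus 3 SD, set per campaign, cut at about 35% in these data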;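 note: 0% = DMSO wells and 100% = thioflavine S control wells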
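Measured by: Cy5 fluorescence, 0 and 60 min reads / Assay system: NS3 helicase fragment of HCV / Control set: low DMSO, high thioflavine S at 110 µM / Times: 1 h reaction at 25 °C, ATP-initiated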
IMP-1 inh: IMP-1 metallo-beta-lactamase inhibitors, primary screen, biochemical, epi-absorbance readout, Pseudomonas aeruginosa enzyme. purified IMP-1, nitrocefin hydrolysis, epi-absorbance fluorescence. inhibition, % at 5.6 µM. hit rate 0.45% among 290,000;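 active = inhibition above the mean plus 3 SD of all compounds in the same screening run, cut at about 4.5% in these data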;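 note: 0% = IMP-1 with DMSO and 100% = DMSO wells lacking enzyme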
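assay system = purified recombinant IMP-1 metallo-beta-lactamase enzyme | schedule = 15 min preincubation plus 25 min reaction at 25 °C | signal = Epi-absorbance fluorescence, 480 nm excitation, 530 nm emission | read-out basis = percent inhibition from optical density relative to buffer-blank wells | controls = IMP-1 with DMSO as 0%, enzyme-free DMSO as 100%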
MEKK2 mut-MEK5: MEK5 binding signal on mutant MEKK2 PB1, primary screen, biochemical, multiplex bead flow cytometry, Alexa488-MEK5; Alexa488-MEK5 binding to MEKK2 mutant; percent response, % at 10 µM; hit rate 0.35% among 290,000; AID 1530, 2009; in the data active = percent response above about 24%, passing the limit was not always enough; note: inactives centre near 1; some results filed as inactive read as strong as hits
M18AAP inhibitor: PfM18AAP inhibitors, malaria aminopeptidase, primary screen, biochemical, QFRET, recombinant enzyme. M18 aspartyl aminopeptidase (Plasmodium falciparum 3D7). H-Glu-NHMec fluorogenic cleavage. inhibition, % at 7.35 µM. hit rate 1.2% among 290,000. AID 1822, 2009;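 active = inhibition above the campaign mean inhibition over all tested compounds plus 3 SD, cut at about 28% in these data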;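 note: 0% = plate median of test compound wells and 100% = 2 mM ZnCl2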
FID counter: compounds displacing fluorescent DNA intercalator, primary screen, artefact control for HCV NS3 helicase inhibitor project, biochemical, FID fluorescence. inhibition, % at 7.9 µM. hit rate 0.17% among 290,000. DNA fluorescent intercalator displacement; in the data active = inhibition above about 37%;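 note: 0% = vehicle and 100% = reference compound; higher means more ethidium bromide displaced from hairpin DNA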
VIM-2 inhibitor: VIM-2 metallo-beta-lactamase inhibitors, primary screen, biochemical, epi-absorbance readout, Pseudomonas aeruginosa enzyme; purified VIM-2, nitrocefin hydrolysis, epi-absorbance fluorescence; hit rate 0.89% among 290,000; inhibition, % at 5.6 µM;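 active = inhibition above the mean of all tested compounds plus 3 SD, cutoff set per screening run, cut at about 7.5% in these data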;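 note: red hydrolysis product quenches plate fluorescence so inhibitors raise well fluorescence; 0% = enzyme with DMSO and 100% = DMSO without enzyme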
MEKK2wt PB1 HTS: modulators of MEK5 binding to wildtype MEKK2, primary screen, biochemical, multiplex bead flow cytometry, Alexa488-MEK5 | Mitogen-activated protein kinase kinase kinase 2 (Homo sapiens), Q9Y2U5 | Alexa488-MEK5 binding to MEKK2 WT; actives lie on both sides | binding response (% of control), % at 10 µM | hit rate 1.1% among 290,000; in the data active = binding response below about 67% or above about 130%
Numbers without * were called inactive; · = not tested or not shown.

smiles	UBC9 SUMO inh	NALP1 yeast inh	HCV NS3 hel inh	IMP-1 inh	MEKK2 mut-MEK5	M18AAP inhibitor	FID counter	VIM-2 inhibitor	MEKK2wt PB1 HTS
CCOC(=O)c1cc(-c2ccc3c(c2)OCCO3)n[nH]1	12.0	-4.6	1.2	-3.5	-2.0	7.8	2.9	-4.0	95.0
COc1ccc(OC)c(C(=O)c2coc3ccc(OC)cc23)c1	19.1	2.7	-2.9	-5.1	-8.0	-3.2	-17.1	-2.5	99.0
CC(C)(C)OC(=O)NC(Cc1ccccc1)C(=O)O (stereo not drawn)	-10.6	-18.9	6.8	-2.6	7.0	1.3	-2.0	-2.0	103.0
O=C(NCCNc1nccc(C(F)(F)F)n1)c1cccc(C(F)(F)F)c1	0.5	12.5	1.9	-0.4	-5.0	-1.7	-10.7	-1.9	89.0
COc1ccccc1OCCn1cc(/C=C(\C#N)C(=O)NCc2ccco2)c2ccccc21	5.9	15.5	8.2	-2.7	0.0	-8.1	0.0	-3.0	94.0
CCOC(=O)c1ccccc1-c1csc(N)n1	32.4	3.9	11.1	-2.3	0.0	-4.3	-2.1	-1.1	104.0
CCCCN(CCCC)Cc1ccc(C(=O)NN)o1	17.2	0.2	-10.3	-2.4	-6.0	7.4	-10.7	-2.3	98.0
CN(C)/C(CN1CCOCC1)=C1\N=C(c2ccccc2)OC1=O	21.3	1.4	2.6	-2.9	8.0	2.8	-10.1	-2.5	116.0
Cc1ccc(C)c(NC(=O)CN(C)S(=O)(=O)c2cccc3cccnc23)c1	0.0	·	7.9	-0.8	-5.0	3.3	-23.1	-0.4	91.0
COc1ccc(NC(=S)N2CCN(C(=O)c3ccccc3)CC2)cc1	19.6	-6.2	-12.4	-0.2	-5.0	-1.3	-3.2	-2.1	96.0
CC(=O)c1ccc(N2CCN(C(=O)COc3ccc4c(c3)CCC4)CC2)cc1	17.6	17.0	-4.0	-1.4	6.0	1.1	-34.1	-0.5	104.0
Cc1cccc(NC(=O)CSCc2cc(=O)n3nc(C4CC4)sc3n2)c1	-1.6	19.7	3.5	-3.5	2.0	2.0	-7.1	-2.6	106.0

An excerpt from above, limited to UBC9 SUMO inh.
SMILES,UBC9 SUMO inh
O=C(NCCNc1nccc(C(F)(F)F)n1)c1cccc(C(F)(F)F)c1,0.5
COc1ccccc1OCCn1cc(/C=C(\C#N)C(=O)NCc2ccco2)c2ccccc21,5.9
CCOC(=O)c1ccccc1-c1csc(N)n1,32.4

Continuation:
smiles	UBC9 SUMO inh	NALP1 yeast inh	HCV NS3 hel inh	IMP-1 inh	MEKK2 mut-MEK5	M18AAP inhibitor	FID counter	VIM-2 inhibitor	MEKK2wt PB1 HTS
COc1ccc(C2=NN(C(=O)CCC(=O)O)C(c3ccc(OC)c(OC)c3)C2)cc1 (stereo not drawn)	20.7	-7.9	0.7	-2.8	13.0	-8.7	-51.8	-0.2	105.0
COc1ccccc1NC(=O)C1CCCN(S(=O)(=O)c2cccc3nsnc23)C1 (stereo not drawn)	3.7	-22.0	-2.8	-2.2	3.0	0.5	-13.6	-1.9	103.0
COc1ccc(CSCC(=O)NN=C2CCN(C)CC2)cc1	11.8	20.4	-12.2	-4.5	-1.0	-0.9	-8.9	-3.3	97.0
N#Cc1ccc(C(=O)Nc2cc(S(=O)(=O)Nc3ccc(Cl)cc3)ccc2N2CCCCC2)cc1	10.7	9.4	-14.9	-2.0	-1.0	-2.7	-4.9	-2.3	102.0
NC(N)=NS(=O)(=O)c1ccc(NC(=S)NC(=O)c2ccc(Br)cc2)cc1	8.7	13.8	12.4	-3.4	0.0	-1.6	-4.1	-4.4	96.0
CCOc1ccc(CO/N=C/c2c(C)[nH]c(=O)[nH]c2=O)cc1	14.7	13.5	2.0	-2.9	5.0	-0.3	-4.5	-1.9	108.0
CCN(CC)C(=O)Oc1ccc(Br)c2ccccc12	-25.7	33.0	-15.7	-0.6	-1.0	1.7	-8.2	-1.5	102.0
CC(C)(CN1CCN(Cc2ccccc2)CC1)NS(=O)(=O)c1ccc(Cl)cc1	9.6	45.9	-32.7	-1.5	4.0	-0.9	15.2	-3.3	108.0
COc1ccc(CNC(=O)C2CCC(CNS(=O)(=O)c3cccs3)CC2)cc1 (stereo not drawn)	0.7	3.9	-4.0	-2.7	-1.0	1.4	-32.6	-3.0	101.0
CC(=O)c1sc(NC(=O)C(C)Oc2ccc3c(C)cc(=O)oc3c2)nc1C (stereo not drawn)	-9.2	14.4	7.3	-2.3	7.0	0.6	-18.8	0.9	108.0
Cc1ccc(NNC(=O)C2CCC2)cc1C	-13.2	4.5	-0.6	-0.9	-8.0	16.4	-5.2	0.9	91.0
CC(=O)N1c2c(cc(Br)cc2S(=O)(=O)NCc2ccc(C)cc2)CC1C (stereo not drawn)	-0.2	2.7	4.9	-1.3	6.0	-3.5	-28.2	-1.5	110.0

(next part)
Under each structure: UBC9 SUMO inh, NALP1 yeast inh, HCV NS3 hel inh, IMP-1 inh, MEKK2 mut-MEK5, M18AAP inhibitor, FID counter, VIM-2 inhibitor, MEKK2wt PB1 HTS
Cc1c(C(=O)NCc2nnc(-c3ccccc3)o2)oc2c(F)cccc12
  3.3, 7.1, 4.4, 1.1, 7.0, -1.7, -34.0, -1.0, 105.0
Cc1ccc(-c2c(C)sc(NC(=O)C3C4CCC(O4)C3C(=O)O)c2C(=O)OC(C)C)cc1 (stereo not drawn)
  28.8, 3.0, 19.1, -1.4, -2.0, -3.0, -43.6, 3.1, 98.0
Clc1ccc(-n2c(SC/C=C/c3ccccc3)nnc2-c2cccnc2)cc1
  5.8, 11.3, -8.2, -4.2, -3.0, -0.2, -29.5, 1.0, 87.0
COc1cc(NC(=O)C2CC(c3ccc(Cl)cc3)=NO2)cc(OC)c1OC (stereo not drawn)
  -15.3, 14.9, -6.5, -2.9, 5.0, -0.8, -30.0, -1.7, 111.0
Cc1cc(C(C)(C)C)oc1C(=O)N(CC(=O)NC1CCCC1)Cc1ccc(F)cc1
  -10.2, 26.9, 1.8, -2.1, -1.0, 3.8, -1.1, -5.9, 97.0
COc1ccc(CN=C(C#N)C2=C(O)c3ccccc3C2=O)cc1
  21.6, ·, 24.4, -3.3, 2.0, -4.4, -6.3, -1.8, 101.0
O=C1CCN(S(=O)(=O)c2ccccc2)N1
  17.0, -14.3, 9.3, -0.1, ·, 1.9, 0.1, 9.7*, ·
c1ccc(-c2nc(CSc3nnnn3-c3ccccc3)cs2)cc1
  9.5, -10.8, -9.3, -6.0, -4.0, -9.5, -14.5, -1.4, 95.0
CC1CC(=O)N(CC(=O)Nc2ccc(Br)cc2)c2ccccc2S1(=O)=O (stereo not drawn)
  -1.2, 8.9, -10.3, -1.4, 2.0, 5.6, -27.9, -1.2, 106.0
O=C(CCC(=O)N/N=C/c1ccco1)N/N=C/c1ccco1
  19.8, 2.5, -4.8, -2.0, -3.0, -2.1, -14.1, -1.6, 102.0
Cc1ccc(C2CCN(C(=S)NC(C)(C)C)C2)cc1 (stereo not drawn)
  3.0, 5.2, -3.6, -2.1, 1.0, -0.9, -13.9, -0.9, 100.0
CC(N=C(NS(=O)(=O)c1ccc(Cl)cc1)c1ccccc1)C(=O)O (stereo not drawn)
  -6.5, 4.3, 1.7, -3.3, 3.0, -5.5, -1.6, -3.1, 102.0
CC(C)=CC(=O)OCC(=O)Nc1nc(C)c(Cl)cc1Cl
  16.8, -20.2, -1.7, 0.4, 2.0, 5.6, -9.3, 0.9, 96.0
COc1ccc(S(=O)(=O)N(CCc2ccccc2)CC(=O)O)cc1
  18.8, 6.5, 5.7, -1.2, -2.0, 1.6, -20.3, -2.9, 95.0
CCOC(=O)c1c(C)[nH]c(C(=O)OCc2ccc(F)cc2)c1C
  -12.6, 6.1, -17.9, -1.8, 1.0, 1.0, -19.1, -2.3, 100.0
Cc1ccc(NC(=O)c2cc(S(=O)(=O)N3CCOCC3)c(Br)s2)cc1
  -13.4, 24.5, -5.5, -2.6, 4.0, -9.2, -4.6, -3.5, 104.0
COc1ccc(C(=O)Nc2ccc3c(c2)OCO3)cc1OC
  9.4, 21.7, 2.2, 0.4, 3.0, 6.5, -3.1, 0.2, 100.0
C/C(=N\OCc1cccc(C(=O)O)c1)c1ccc(Cl)cc1
  16.7, -9.3, 1.8, -2.7, -9.0, -8.5, -34.5, -1.2, 100.0
COCCNC(=O)CCCCCNS(=O)(=O)c1ccc(C)cc1
  -2.7, 1.0, 2.3, -4.0, -1.0, -0.2, 0.9, -4.0, 102.0
CCNS(=O)(=O)c1ccc(CCC(=O)NCc2ccccn2)cc1
  18.2, 19.5, 2.5, -5.3, 3.0, -12.3, -4.8, -2.8, 107.0
O=C(CSc1nc2ccccc2o1)Nc1cc(C(F)(F)F)ccc1N1CCOCC1
  -10.8, -4.8, -0.6, -3.2, 2.0, -1.3, -8.5, -1.4, 98.0
Cc1nn(Cc2ccc([N+](=O)[O-])cc2)c(=O)n1-c1ccccc1
  11.9, 0.5, 0.3, -3.5, -4.0, -8.3, -2.5, -7.1, 96.0
CC1CCN(C(=O)CSc2nc3ccccc3[nH]2)CC1
  12.3, ·, 6.7, -2.7, -3.0, 8.1, -4.9, -2.5, 96.0
Cc1cc(C)nc(NC(=O)CSc2ncccn2)n1
  -0.7, 1.5, -1.4, -0.4, -1.0, -7.7, -8.6, 0.5, 104.0
O=C(NCc1ccco1)c1ccc(Cl)c(S(=O)(=O)N2CCc3ccccc32)c1
  -8.2, 12.9, 10.2, -1.2, 13.0, 4.3, -9.4, -1.7, 99.0
CCOC(=O)c1ccc(NCc2ccc(N(C)C)cc2)cc1
  -5.3, 15.3, 0.7, -1.7, 1.0, 2.1, -1.7, -1.6, 98.0
COc1ccc(NC(=S)N2CCN(C(=O)c3ccco3)CC2)cc1
  -5.5, -15.8, 3.0, 0.1, -6.0, -7.3, -7.1, -0.9, 101.0
COC(=O)c1ccccc1NC(=S)N1CCN(c2ccccn2)CC1
  7.9, -18.7, -3.2, -0.7, -1.0, -3.3, -4.7, -1.2, 98.0
